Assay outcomes: PubChem BioAssay, several laboratories
MgcRacGAP inhibition: MgcRacGAP GTPase-activating activity inhibitors, confirmation, biochemical, ADP Hunter fluorescence; actives 0.6% (n = 340,000); one-dose inhibition, % at 30 µM; IC50 in µM for titrated hits; MgcRacGAP-stimulated Rac1 GTP hydrolysis, ADP Hunter fluorescence; higher % means a stronger effect; GST-tagged Rac1 F28L mutant substrate;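 active means first-screen hits whose inhibition reached a set limit at any dose in the follow-up dose series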;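 further: fluorescence reports GDP produced by GAP-driven GTP hydrolysis; strong numbers were not always called active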
SV40 large T antigen: TAg ATPase/helicase activity blockers – biochemical (AID 1903) | SV40 large T antigen ATPase/helicase inhibition assay; higher % means a stronger effect | inhibition, % at 20 µM, or IC50 in µM where a hit was titrated | actives 0.39% (n = 310,000); in the data active means a potency from the dose series; further: strong numbers were not always called active
KOR beta-arrestin-1: KOR antagonists, beta-arrestin recruitment, cell-based, luminescence, uHTS (AID 1778). KOR beta-arrestin recruitment, luminescence, antagonist mode; higher % means a stronger effect. inhibition, % at 10 µM, or IC50 in µM where a hit was titrated. actives 0.091% (n = 290,000); further: strong numbers were not always called active
HEK293 NOD2/NF-kB: inhibition of NOD2-driven NF-kB reporter – cell-based, luminescence, uHTS, HEK293 (AID 1566) | actives 0.63% (n = 290,000) | inhibition, % at 4 µM; hits with a dose series show EC50 in µM | HEK293 NOD2/NF-kB luciferase reporter, luminescence; higher % means a stronger effect; further: many of its hits are not listed in these tables
KOR beta-arrestin-2: KOR agonists, beta-arrestin recruitment, primary screen, cell-based, luminescence, uHTS (AID 1777) | actives 0.02% (n = 280,000) | KOR beta-arrestin recruitment, luminescence; higher % means a stronger effect | one-dose activation, % at 10 µM; EC50 in µM for titrated hits; in the data active means activation above about 50%, passing the limit was not always enough; further: a part of the inactive calls stands beside numbers as strong as those of hits
HIV fusion peptide: inhibitors of HIV fusion peptide binding, primary screen, biochemical, uHTS, fluorescence dequenching (AID 1986); one-dose inhibition, % at 20 µM; IC50 in µM for titrated hits; cell-free peptide binding, fluorescence dequenching, 30 min; higher % means a stronger effect; actives 0.3% (n = 290,000); in the data active means inhibition mostly above about 52%, no sharp cut-off; inactive means mostly below about 76%; further: some results filed as inactive read as strong as hits
GPR55 antagonists: GPR55 antagonists blocking LPI-driven arrestin recruitment, primary screen, imaging, U2OS, beta-arrestin-GFP, LPI agonist (AID 2013) | inhibition, % at 10 µM, or IC50 in µM where a hit was titrated | actives 0.13% (n = 290,000) | U2OS GPR55 beta-arrestin-GFP translocation imaging, LPI antagonism; higher % means a stronger effect;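 active means spots per cell inhibited over 60%, with over 100 cells counted and total cytoplasm intensity under 500,000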;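 further: U2OS cells stably carrying GPR55 and arrestin-GFP stimulated by 5 µM LPI near EC80; imaged beta-arrestin-GFP aggregate spots per cell after agonist stimulation; plate controls were LPI-stimulated DMSO wells for no effect and DMSO wells without LPI for full effect; some results filed as inactive read as strong as hits; confirmed hits need IC50 under 10 µM and bright autofluorescent wells are also inconclusive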
GPR55 activation: GPR55 agonists via beta-arrestin recruitment, primary screen, imaging, U2OS cells, beta-arrestin-GFP redistribution (AID 1961); actives 0.048% (n = 290,000); one-dose activation, % at 10 µM; EC50 in µM for titrated hits; U2OS GPR55 beta-arrestin-GFP redistribution imaging; higher % means a stronger effect;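 active means activation above 40% with more than 50 cells counted in the well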;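 further: U2OS osteosarcoma cells stably expressing GPR55 and beta-arrestin-GFP; plate controls were DMSO negative control for no effect and LPI positive control for full effect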
NOD1 NF-kB reporter: NOD1 signaling inhibitors, primary screen, cell-based, luminescence, uHTS (AID 1578); actives 1% (n = 290,000); inhibition, % at 4 µM; hits with a dose series show EC50 in µM; NOD1-driven NF-kB luciferase reporter cells, luminescence; higher % means a stronger effect; in the data active means inhibition mostly above about 36%, no sharp cut-off; inactive means mostly below about 34%;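 further: HEK-293T reporter cells stimulated with the NOD1 agonist gamma-tri-DAP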
* hit, by the source's call; . = not tested or not shown; [ ] = dose if it differs, or a comment. Unless noted, no stated cut-off is given here; in the data, active means inhibition above about 50%; inactive means the rest.

smiles	MgcRacGAP inhibition	SV40 large T antigen	KOR beta-arrestin-1	HEK293 NOD2/NF-kB	KOR beta-arrestin-2	HIV fusion peptide	GPR55 antagonists	GPR55 activation	NOD1 NF-kB reporter
CCCOc1ccc([N+](=O)[O-])c(N)c1	10.5%	7.2%	-28.0%	-11.3%	11.0%	0.5%	14.1%	0.5%	-10.2%
Oc1cccc(/C=C/c2ccc3cccc(O)c3n2)c1	.	3.7%	2.2%	-18.0%	1.5%	5.1%	8.8%	-0.1%	-11.9%
CCc1nc(SCC(=O)N2CCCCC2)c2c(=O)n(C)c(=O)n(C)c2n1	3.4%	22.6%	-23.4%	5.6%	2.6%	1.9%	9.9%	0.7%	-23.4%
CC1CN(C(=O)c2cc3cc(F)ccc3[nH]2)CC(C)O1 (configuration not stated)	9.5%	-1.6%	2.3%	9.4%	-5.0%	-0.8%	-5.7%	0.0%	-6.6%
CC(=O)Nc1cccc(N2C(=O)CC(Cc3ccccc3)C2=O)c1 (configuration not stated)	10.3%	-4.4%	11.0%	-5.8%	-7.9%	1.1%	-1.8%	0.3%	-9.2%
Cc1cc(C)nc(NC2=NCC(=O)N2c2ccccc2Br)n1	-3.1%	19.4%	-3.6%	7.0%	-4.0%	4.3%	11.1%	-0.4%	-10.7%
CCOC(=O)c1c(C)n(C)c2ccc(OCC(O)CN3C(=O)c4ccccc4S3(=O)=O)cc12 (configuration not stated)	4.5%	-2.8%	-31.1%	23.8%	-1.5%	-4.1%	-8.7%	-0.2%	13.3%
CC(=O)N1c2ccc(S(=O)(=O)NCC3CCC(C(=O)NCc4ccc(C)o4)CC3)cc2CC1C (configuration not stated)	14.0%	16.2%	-2.2%	9.4%	-2.0%	-1.4%	21.8%	-0.1%	-14.9%
COc1ccc(CCN(C)Cc2c(O)ccc3ccccc23)cc1OC	22.7%	12.0%	-12.0%	-1.2%	4.2%	-1.7%	2.0%	-0.2%	-10.1%
CCOC(=O)C1(Cc2ccc(Cl)cc2)CCN(C(=O)c2sc(C)nc2C)CC1	7.0%	3.7%	-7.0%[20 µM]	9.9%	.	1.9%	7.5%	-0.1%	-7.1%
CC(C)CN1C(=O)C(=O)N(CC(=O)Nc2cc(Cl)ccc2Oc2ccccc2)C1=O	1.3%	7.9%	-10.1%	16.6%	-6.6%	-2.1%	-21.0%	-0.4%	28.7%
COc1ccc(/C=C(/NC(=O)c2cccs2)C(=O)N2CCOCC2)cc1OC	7.6%	5.2%	-0.4%	1.6%	2.2%	2.6%	-1.5%	0.2%	-7.9%
Cc1ccc(S(=O)(=O)NCc2ccc(C(=O)N3CCCC3)cc2)cc1	11.1%	7.0%	-8.1%	-3.3%	1.7%	2.5%	-4.4%	-0.2%	-46.0%
O=C1C2N=NN(CC(=O)N3N=C(c4cccc5ccccc45)CC3c3ccccc3)C2C(=O)N1c1ccccc1 (configuration not stated)	6.6%	0.0%	15.9%	10.8%	-4.7%	13.9%	4.0%	0.8%	-17.2%
COc1ccccc1NC(=O)c1ccc2nc(-c3ccccc3)c(-c3ccccc3)nc2c1	4.8%	-0.5%	-20.0%	24.0%	5.5%	-0.9%	9.9%	-0.1%	-12.6%

Next part
smiles	MgcRacGAP inhibition	SV40 large T antigen	KOR beta-arrestin-1	HEK293 NOD2/NF-kB	KOR beta-arrestin-2	HIV fusion peptide	GPR55 antagonists	GPR55 activation	NOD1 NF-kB reporter
COCCCNC(=O)c1c[nH]c2ccc(S(=O)(=O)N(C)c3ccccc3C)cc2c1=O	-2.8%	6.8%	30.3%	25.2%	-7.6%	-1.7%	-5.3%	0.4%	5.6%
CC(C)[C@H](NC(=O)Nc1ccc(Oc2ccccc2)cc1)C(=O)O	10.3%	12.4%	21.9%	19.9%	2.6%	-0.6%	-1.8%	0.2%	0.6%
CC(C)OCCCNc1nc2c([nH]1)c(=O)n(C)c(=O)n2C	15.2%	7.3%	20.5%	1.6%	2.9%	0.7%	-11.6%	0.2%	5.3%
Cc1ccc(C(=O)c2cc(C)sc2NC(=O)CN2CCN(C(=O)c3ccco3)CC2)cc1	11.5%	3.8%	21.4%	13.1%	-0.6%	1.9%	18.6%	-0.2%	-6.3%
Cc1ccc(C2C(C(=O)c3cccs3)=C(O)C(=O)N2c2cccc(C)n2)cc1 (configuration not stated)	10.2%	16.1%	2.4%	5.3%	7.5%	2.9%	-4.7%	-0.2%	-15.0%
CCn1nnnc1SCC(=O)Nc1ccc2c(c1)OCCO2	5.9%	2.9%	11.5%	-38.2%	-3.8%	-0.7%	4.8%	1.2%	-26.0%
Cc1ccc(S(=O)(=O)N2CCCOC2CNC(=O)C(=O)NC2CCCCC2)cc1 (configuration not stated)	7.9%	14.2%	-16.1%	-3.9%	1.8%	0.2%	8.0%	0.6%	-40.4%
O=C(NCc1cccnc1)C1COc2ccccc2O1 (configuration not stated)	-3.9%	2.5%	-12.1%	2.1%	-1.3%	2.6%	3.9%	0.2%	-0.5%
Cc1cc(C)cc(NC(=O)CCn2ccnc2C)c1	-3.5%	-2.7%	-18.9%	-0.5%	-2.7%	1.7%	11.6%	-0.1%	-16.5%
O=C(NCCCCO)c1ccc2c3c(cccc13)CC2	7.9%	2.1%	-23.8%	-5.4%	3.7%	0.9%	-6.2%	0.6%	-22.7%
C=CCC1(CC=C)CCCN1C(=O)c1cc(COc2cncc(Cl)c2)on1	6.4%	8.6%	-10.3%	.	-1.7%	0.5%	-16.7%	0.3%	.
Nc1nc(-c2ccccc2)c(-c2ccccc2)n1N	4.0%	9.6%	-18.1%	-31.2%	6.1%	2.8%	-5.6%	0.0%	6.7%
COc1cc2c(cc1OC)CN(C(=O)c1cc(Cl)nc(Cl)c1)CC2	10.3%	2.4%	-11.1%	-8.3%	-0.8%	-0.5%	-2.7%	0.2%	-14.0%
CC1=NOC(=O)/C1=C\c1ccc(-c2ccc(Br)cc2C(=O)O)o1	26.0%	37.7%	-8.0%	-7.7%	-1.1%	12.4%	-11.7%	-0.3%	-21.5%
O=C(Nc1ccccc1)c1cnc(-c2ccccc2)nc1-c1ccccc1	5.8%	-6.1%	25.0%	15.7%	-0.8%	-6.0%	4.3%	-0.2%	.

The list goes on, starting with the last 4 of the part before.
molecule	MgcRacGAP inhibition	SV40 large T antigen	KOR beta-arrestin-1	HEK293 NOD2/NF-kB	KOR beta-arrestin-2	HIV fusion peptide	GPR55 antagonists	GPR55 activation	NOD1 NF-kB reporter
Nc1nc(-c2ccccc2)c(-c2ccccc2)n1N	4.0%	9.6%	-18.1%	-31.2%	6.1%	2.8%	-5.6%	0.0%	6.7%
COc1cc2c(cc1OC)CN(C(=O)c1cc(Cl)nc(Cl)c1)CC2	10.3%	2.4%	-11.1%	-8.3%	-0.8%	-0.5%	-2.7%	0.2%	-14.0%
CC1=NOC(=O)/C1=C\c1ccc(-c2ccc(Br)cc2C(=O)O)o1	26.0%	37.7%	-8.0%	-7.7%	-1.1%	12.4%	-11.7%	-0.3%	-21.5%
O=C(Nc1ccccc1)c1cnc(-c2ccccc2)nc1-c1ccccc1	5.8%	-6.1%	25.0%	15.7%	-0.8%	-6.0%	4.3%	-0.2%	.
CCOC(=O)CCNc1n[nH]c(=O)[nH]c1=O	11.5%	12.1%	19.1%	2.6%	0.9%	-1.5%	10.7%	0.5%	-20.5%
O=c1[nH]c2cc3c(cc2cc1CN(Cc1ccc2c(c1)OCO2)Cc1nnnn1CC1CCCO1)OCO3 (configuration not stated)	7.6%	5.8%	-7.8%	-14.4%	2.8%	0.3%	7.8%	0.0%	11.7%
CCCC(=O)Nc1ccc(C#Cc2ccccc2)cc1	1.9%	-6.0%	-11.8%	-61.8%	-0.9%	0.4%	-6.1%	0.2%	-66.7%
COc1cccc(NC(=O)c2ccnc(N3CCC(C(=O)NCc4cc(OC)ccc4OC)CC3)c2)c1	-0.5%	3.1%	5.6%	17.6%	5.0%	-1.5%	-4.4%	-0.2%	-1.2%
Cc1ccc(S(=O)(=O)N(C)Cc2ccccc2)cc1C(=O)N1CCCCC1	-0.3%	-22.7%	-9.4%	8.2%	1.2%	-1.6%	-21.6%	0.0%	-0.7%
O=C(O)C1CSCN1S(=O)(=O)c1cccc2nsnc12 (configuration not stated)	-9.7%	10.8%	20.9%	11.0%	-4.7%	-2.2%	3.2%	-0.1%	-26.8%
CCOC(=O)c1nc(N)c(C(=O)OCC)[nH]1	7.9%	4.2%	37.6%	-8.6%	-1.3%	-2.2%	-8.6%	-0.2%	-32.6%
CCCNC(=S)N1CCC(NC(=O)c2ccc(OC)cc2)CC1	2.2%	5.9%	3.8%	12.3%	0.1%	-1.2%	0.2%	-0.2%	-9.5%
CCN1CCN(C(c2ccc(F)cc2)c2nnnn2Cc2ccc3c(c2)OCO3)CC1 (configuration not stated)	3.2%	-1.7%	-48.9%[20 µM]	19.9%	-5.5%	-0.6%	2.6%	-0.1%	-23.2%
CC(NC(=O)c1ccc(Br)cc1)C(=O)NC1=NCCS1 (configuration not stated)	15.5%	29.0%	-32.5%	3.1%	4.2%	1.0%	-11.2%	0.0%	-18.5%
CC(C)c1ccc(NS(=O)(=O)c2ccc3[nH]cc(C(=O)N4CCC(C(N)=O)CC4)c(=O)c3c2)cc1	15.2%	7.1%	12.3%	5.2%	-1.5%	-0.7%	6.2%	0.4%	-10.5%
Cc1ccc(CN2C(=O)CSC(C)C2=O)cc1 (configuration not stated)	9.2%	0.4%	-10.4%	-4.5%	-1.9%	-0.9%	8.4%	-0.1%	-5.9%

Going on with the list:
molecule	MgcRacGAP inhibition	SV40 large T antigen	KOR beta-arrestin-1	HEK293 NOD2/NF-kB	KOR beta-arrestin-2	HIV fusion peptide	GPR55 antagonists	GPR55 activation	NOD1 NF-kB reporter
CCn1cc(C(=O)N2CCN(c3ccc(F)cc3)CC2)c2cc(OC)c(OC)cc2c1=O	8.3%	9.4%	10.6%	12.3%	-1.7%	0.1%	-4.9%	-0.3%	-32.1%
CCOC(=O)c1ccc(NC(=O)CCc2ccc(CC)o2)cc1	-1.7%	8.7%	-3.3%	17.9%	-3.2%	-0.9%	-14.1%	-0.2%	11.7%
CCCCN=C1CC(C)(C)CC(=O)/C1=C(/O)CCC	-5.8%	5.8%	12.9%	1.9%	2.3%	-0.4%	-7.5%	0.3%	-5.7%
CC(=O)c1ccc(N2CCN(c3ncccn3)CC2)c([N+](=O)[O-])c1	5.7%	1.4%	-18.2%	-30.8%	-1.8%	-0.8%	-4.7%	-0.2%	-37.4%

An excerpt; the hit share may differ from the screen's.
